Screens as filed in PubChem.
FXIa inh 1536: human FXIa protease inhibitors, primary screen, biochemical, 1536-well. Coagulation factor XI (Homo sapiens), P03951. purified FXIa, Boc-Glu-Ala-Arg-AMC fluorogenic substrate. inhibition, % at 5 µM. 220,000 compounds, 0.14% hits. AID 798, 2007;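 active means inhibition of at least 40%; inactive means inhibition below 40%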;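 further: fluorescence of freed AMC excited at 355 nm; 0% = enzyme without compound and 100% = no enzyme blank; many of its hits are not listed in these tables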
Hck Nef HTS: inhibitors of Nef-activated human Hck kinase, primary screen, biochemical, Z-Lyte FRET, 384-well, Hck-YEEI; inhibition, % at 20 µM; 220,000 compounds, 0.68% hits; Recombinant Hck-YEEI plus Nef, Z-Lyte FRET kinase assay; Tyrosine-protein kinase HCK (Homo sapiens), P08631;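 active means Hck-Nef kinase inhibition above about 50%, limit read from the data; inactive means inhibition below that limit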;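 further: 0% = DMSO with Hck plus Nef and 100% = Hck alone without Nef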
Thrombin inh: human alpha-thrombin inhibitors, primary screen, counter-screen for coagulation protease inhibitor project, biochemical, 1536-well, fluorogenic AMC substrate | inhibition, % at 5 µM | AID 1046, 2008 | Prothrombin (Homo sapiens), P00734 | 220,000 compounds, 0.26% hits | Boc-VPR-AMC fluorogenic substrate cleavage;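 active means inhibition at or above 40%; inactive means inhibition below 40%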;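 further: 0% = enzyme with no compound and 100% = wells without enzyme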
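Material: human alpha-thrombin enzyme / Medium: pH 7.5 Tris (50 mM) with NaCl 150 mM, Tween 20 0.05% / Compound: single-point dosing at 5 µM, 0.2% DMSO / Incubation: enzyme reaction carried out at room temperature / Detection: AMC fluorescence, 355/460 nm / Read-out basis: percent inhibition scaled between no-compound controls and no-enzyme blanks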
Wee1 stabilizer: Wee1 degradation inhibitors, primary screen, cell-based, HeLa, Wee1K328M-luciferase, luminescence; HeLa Luc-Wee1K328M stability; 100% = proteasome inhibitor MG132 effect; reporter increase, % at 5 µM; 220,000 compounds, 1.2% hits; Wee1-like protein kinase (Homo sapiens), P30291;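 active means activation above the mean of all tested compounds plus 3 SD, set per screening run, cut at about 8.8% in these data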;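 further: cells exposed to compound for 20 h before luminescence read; 0% = DMSO alone and 100% = MG132 at 30 µM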
14-3-3 Bad inh: inhibitors of 14-3-3 zeta/Bad binding, primary screen, biochemical, TR-FRET, bovine 14-3-3 zeta; 220,000 compounds, 0.71% hits; AID 781, 2007; inhibition, % at 21.7 µM; TR-FRET 14-3-3zeta/Dy647-pBad peptide displacement, 1 h;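 active means inhibition above about 70%, limit read from the data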;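 further: 0% = full 14-3-3 plus peptide FRET controls and 100% = background without 14-3-3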
Target sequence (P63103 whole entry, looked up): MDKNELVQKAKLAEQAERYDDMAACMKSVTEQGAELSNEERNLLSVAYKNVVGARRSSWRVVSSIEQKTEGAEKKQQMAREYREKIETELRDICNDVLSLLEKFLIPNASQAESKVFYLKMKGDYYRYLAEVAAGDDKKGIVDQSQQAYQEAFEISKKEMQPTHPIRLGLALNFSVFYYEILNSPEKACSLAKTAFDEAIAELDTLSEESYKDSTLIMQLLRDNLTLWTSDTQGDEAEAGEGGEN
hK5 inh: human KLK5 protease inhibitors, primary screen, biochemical, 1536-well; AID 873, 2007; 210,000 compounds, 0.59% hits; recombinant hK5, fluorogenic AMC substrate cleavage; Kallikrein-5 (Homo sapiens), Q9Y337; inhibition, % at 5 µM;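 active means inhibition of 40% or more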;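 further: 0% = enzyme controls without compound and 100% = no-enzyme blanks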
Target sequence (Q9Y337 67-293 limits assumed): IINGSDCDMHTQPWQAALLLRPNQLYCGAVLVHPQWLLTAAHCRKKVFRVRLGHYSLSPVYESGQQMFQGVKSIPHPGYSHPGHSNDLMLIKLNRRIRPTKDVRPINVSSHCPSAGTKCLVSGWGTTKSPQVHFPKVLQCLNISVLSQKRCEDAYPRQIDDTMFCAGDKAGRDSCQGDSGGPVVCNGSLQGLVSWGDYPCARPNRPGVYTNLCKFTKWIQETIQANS
FXIIa inh: human FXIIa protease inhibitors, primary screen, biochemical, 1536-well; Coagulation factor XII (Homo sapiens), P00748; purified FXIIa, Boc-QGR-AMC fluorogenic substrate, 2 h; inhibition, % at 5 µM; 220,000 compounds, 0.3% hits; AID 800, 2007; in the data active means inhibition above about 40%;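 further: 0% = enzyme with no compound and 100% = blank without enzyme; many of its hits are not listed in these tables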
Target sequence (P00748 20-372 limits assumed): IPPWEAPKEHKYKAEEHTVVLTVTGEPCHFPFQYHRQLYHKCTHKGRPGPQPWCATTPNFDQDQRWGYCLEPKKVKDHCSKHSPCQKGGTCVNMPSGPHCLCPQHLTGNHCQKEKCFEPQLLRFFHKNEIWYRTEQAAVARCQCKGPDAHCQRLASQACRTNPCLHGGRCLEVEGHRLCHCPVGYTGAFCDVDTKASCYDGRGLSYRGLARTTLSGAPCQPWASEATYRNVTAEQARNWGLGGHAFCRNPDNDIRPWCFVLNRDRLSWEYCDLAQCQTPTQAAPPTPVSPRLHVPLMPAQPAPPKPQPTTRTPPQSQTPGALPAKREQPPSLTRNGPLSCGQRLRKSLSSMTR
Target sequence (P00748 373-615 limits assumed): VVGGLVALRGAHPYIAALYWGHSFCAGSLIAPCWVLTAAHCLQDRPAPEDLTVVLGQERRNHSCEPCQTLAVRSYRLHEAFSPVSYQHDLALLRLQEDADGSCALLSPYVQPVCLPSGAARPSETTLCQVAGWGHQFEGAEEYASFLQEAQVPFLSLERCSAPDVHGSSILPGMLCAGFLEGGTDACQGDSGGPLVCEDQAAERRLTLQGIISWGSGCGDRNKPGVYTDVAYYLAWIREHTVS
Runt-SMMHC FRET: inhibitors of RUNX1 Runt–CBFb-SMMHC binding, primary screen, biochemical, FRET, Cerulean-Runt, Venus-CBFb-SMMHC, uHTS | inhibition, % at 20 µM | 220,000 compounds, 0.74% hits | Runt-related transcription factor 1 (Homo sapiens) + Core-binding factor subunit beta … | Cerulean-Runt/Venus-CBFb-SMMHC FRET ratio 530/480, 1 h | AID 1434, 2008;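 active means mean inhibition across duplicate retests at 20 µM reaching about 50%, limit read from the data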;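 further: 0% = DMSO wells and 100% = wells with excess untagged CBFb-SMMHC; inhibitors lower the FRET ratio by blocking Runt binding to CBFb-SMMHC; some results filed as inactive read as strong as hits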
Runt-CBFb FRET: inhibitors of RUNX1 Runt–CBFb binding, primary screen, biochemical, FRET, Cerulean-Runt, Venus-CBFb, uHTS. Cerulean-Runt/Venus-CBFb FRET ratio 530/480, 1 h. 220,000 compounds, 0.46% hits. Runt-related transcription factor 1 (Homo sapiens) + Core-binding factor subunit beta …. inhibition, % at 20 µM;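 active means inhibition over about 50% at 20 µM in the single-dose screen, limit read from the data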;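 further: 0% = DMSO wells and 100% = excess unlabeled CBFb competitor control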
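Reagent – Venus-CBFb binding partner, 100 nM · Assay system – Cerulean-tagged RUNX1 Runt domain (FRET donor) fusion protein · Input – 100 nM per protein · Incubation – two 1 h room-temperature incubations shielded from light · Measured by – FRET fluorescence · Medium – Tris buffer pH 7.5 with salts and BSA · Benchmarks – unlabeled CBFb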
* hit, by the source's call; . = no result given; [ ] = dose if it differs, or a comment. Not a hit list. About 4.2% of those tested had a hit in this group.

Results follow in this order: FXIa inh 1536, Hck Nef HTS, Thrombin inh, Wee1 stabilizer, 14-3-3 Bad inh, hK5 inh, FXIIa inh, Runt-SMMHC FRET, Runt-CBFb FRET
- CCN(CCNC(=O)Cn1cc2c(n1)CCCC2)c1ccccc1
    -15.0, -3.3, -9.1, -0.6, 5.0, -2.2, -5.8, -1.0, -1.6
- COc1ccc(-c2noc(C3CCCN(C(=O)c4ccccc4OC)C3)n2)cc1OC (stereo not given)
    0.2, 0.0, 1.4, 0.3, 1.1, -9.3, 5.2, -2.7, -0.2
- O=C(NCc1ccc2c(c1)OCO2)c1cccc(N2CCCC2=O)c1
    5.3, -1.0, 11.6, 6.1, 1.1, -18.1, 4.8, 0.5, 1.2
- Cc1ccc(Cl)cc1N1CCN(C(c2cccnc2)c2nnnn2C2CCCCC2)CC1 (stereo not given)
    6.4, 8.1, 2.4, -0.6, 2.8, 6.3, 19.2, -2.1, -2.3
- O=C(/C=C/c1ccccc1)N1CCC[C@H]1CO
    3.5, -1.4, 1.2, 0.1, 9.3, -3.9, 9.9, 2.8, -0.1
- O=C(/C=C/c1ccc(Cl)cc1)NC(=S)Nc1ccc(NC(=O)c2ccco2)cc1
    3.0, 13.7, -9.9, -3.1, 25.3[fluorescence artefact?], -3.9, 7.1, -7.6, -8.9
- Cn1cc(S(=O)(=O)Oc2ccccc2)c(=O)n(C)c1=O
    -1.4, 5.0, -1.0, 5.0, -10.4, 10.6, 10.7, 0.8, -0.5
- CCOC(=O)C1=C(C)Nc2nc3ccccc3n2C1c1ccncc1 (stereo not given)
    -8.1, 1.4, 0.0, -1.1, -2.1, -15.5, 7.6, 0.4, 0.4
- Cc1ccc(S(=O)(=O)Cn2nnnc2C(C(C)C)N2CCc3ccccc3C2)cc1 (stereo not given)
    -9.9, 0.2, -0.7, -1.9, 7.3, -2.1, 16.9, -1.5, -2.0
- O=C(CN1C(=O)NC(Cc2ccccc2)C1=O)NC(=O)NC1CCCCC1 (stereo not given)
    0.1, 1.5, 2.3, 1.2, -8.8[fluorescence artefact?], 2.7, 13.0, -0.2, -0.3
- O=C1NC(=O)C(CC(=O)N(Cc2cccs2)C2(C(=O)NC3CCCCC3)CCCCC2)N1 (stereo not given)
    6.8, 9.9, 4.6, -0.2, -1.8, -8.3, 13.8, -2.2, -1.4
- COc1cc(OC)cc(C(=O)N[C@H](C(=O)NCCc2c[nH]c3ccccc23)C(C)C)c1
    4.2, 4.5, 2.3, -3.3, -25.4, -13.7, 2.0, -1.2, -2.3
- Cc1ccccc1OCC(=O)Nc1ccccc1N1CCOCC1
    5.8, 1.2, 4.0, 2.6, 4.1, 16.3, 9.0, 0.3, -0.5
- CC(C)(C)n1nnnc1C(c1ccncc1)N1CCN(c2ccc(O)cc2)CC1 (stereo not given)
    1.9, 1.3, 0.9, -2.9, -6.8[fluorescence artefact?], 4.6, 12.8, 15.5, 34.0
- COc1ccc(OC)c(NC(=O)CSc2nnnn2-c2ccc3c(c2)OCO3)c1
    -5.5, 1.8, -3.8, 0.9, -18.8, 3.6, -12.7, 3.2, -1.5

Other entries follow:
Results follow in this order: FXIa inh 1536, Hck Nef HTS, Thrombin inh, Wee1 stabilizer, 14-3-3 Bad inh, hK5 inh, FXIIa inh, Runt-SMMHC FRET, Runt-CBFb FRET
- CN(CCC1CCOCC1)Cc1nc(Cc2ccccc2F)no1
    0.0, 22.9, -12.9, -0.8, -12.6, 1.4, 7.8, 1.3, 1.1
- CC(C)C(C(=O)Nc1ccc(N2CCOCC2)cc1)N1C(=O)c2ccccc2C1=O (stereo not given)
    -1.6, 1.7, -3.2, -0.2, 5.8, -9.6, 8.5, -2.5, 2.8
- NC(=O)C1CC(=O)N(c2ccc(OCc3c(F)cccc3Cl)cc2)C1 (stereo not given)
    -5.2, 16.0, -15.9, -1.8, -6.5, -3.9, 0.3, 1.7, 1.3
- CN(C)c1nc2c(c(=O)[nH]c(=O)n2C)n1Cc1ccc(F)cc1
    2.5, 1.2, -4.8, 2.5, -2.4[fluorescence artefact?], -14.3, 9.1, -2.5, -0.2
- Cn1ccc(O)c(C#N)c1=O
    5.7, -12.4, 1.7, -1.9, 4.5, 9.9, 10.6, -0.4, 1.5
- CC(=O)OC(COC1C[C@@H]2CC[C@@]1(C)C2(C)C)C[N+]1(C)CCCCC1 (stereo not given in full)
    1.8, 7.0, -6.5, -1.6, 3.1, -0.4, 0.4, 0.8, -5.1
- Cc1ccc2cc(C(c3nnnn3CC3CCCO3)N3CCc4ccccc4C3)c(=O)[nH]c2c1 (stereo not given)
    -2.3, 1.3, -10.0, 3.4, -1.3, -1.4, -3.9, -4.0, -1.0
- O=C(Nc1ccc(Cl)cc1C(F)(F)F)c1ccccc1Cl
    4.2, 0.2, -13.9, -0.7, 12.9[fluorescence artefact?], 10.9, 10.5, -1.0, 0.2
- O=c1cc(-c2ccccc2)nc2nc(-c3ccccc3)[nH]n12
    -2.3, -3.5, -3.3, -2.4, 45.1[fluorescence artefact?], -8.9, 0.3, 0.3, 0.9
- CC(C)CN(CC(C)C)C1=N/C(=C\c2ccco2)C(=O)N1c1ccccc1
    5.4, 16.0, -2.2, 0.0, -6.6, 4.5, 7.2, -24.1, -6.3
- CSc1nc(N(C)NC(=O)c2ccc(F)cc2)c2ccccc2n1
    -3.0, 0.6, 7.5, 3.6, 33.7, -12.9, 1.2, -0.3, -1.9
- CC(C)Cc1n[nH]c(=O)[nH]1
    0.8, 0.1, -1.7, -1.8, -5.1[fluorescence artefact?], -9.9, 16.6, 4.3, 0.0
- COc1ccccc1Oc1ccc2c(c1)C(=O)N(CC1CCCO1)C2=O (stereo not given)
    -0.2, 13.8, -6.3, -2.3, -13.3, -3.1, 4.1, 1.1, -0.3
- Cn1nc(C(F)(F)F)c(C(=O)Nc2ccc(F)cc2F)c1Oc1cccc(Cl)c1
    -8.6, 2.0, 1.2, -0.9, -0.7, -2.5, -9.7, 0.3, -1.4
- CCn1c(CNc2ccc(F)cc2)nnc1SCC(=O)Nc1ccc(OC)cc1OC
    3.6, 1.3, -5.2, -2.8, 13.0[fluorescence artefact?], 4.0, 5.3, 1.3, -1.4

Record cards, from the list above.
NC(=O)C1CC(=O)N(c2ccc(OCc3c(F)cccc3Cl)cc2)C1 (stereo not given) across the screens: FXIa inh 1536 = -5.2; Hck Nef HTS = 16.0; Thrombin inh = -15.9; Wee1 stabilizer = -1.8; 14-3-3 Bad inh = -6.5; hK5 inh = -3.9; FXIIa inh = 0.3; Runt-SMMHC FRET = 1.7; Runt-CBFb FRET = 1.3
O=c1cc(-c2ccccc2)nc2nc(-c3ccccc3)[nH]n12 across the screens: FXIa inh 1536 = -2.3; Hck Nef HTS = -3.5; Thrombin inh = -3.3; Wee1 stabilizer = -2.4; 14-3-3 Bad inh = 45.1[fluorescence artefact?]; hK5 inh = -8.9; FXIIa inh = 0.3; Runt-SMMHC FRET = 0.3; Runt-CBFb FRET = 0.9
Cn1nc(C(F)(F)F)c(C(=O)Nc2ccc(F)cc2F)c1Oc1cccc(Cl)c1 across the screens: FXIa inh 1536 = -8.6; Hck Nef HTS = 2.0; Thrombin inh = 1.2; Wee1 stabilizer = -0.9; 14-3-3 Bad inh = -0.7; hK5 inh = -2.5; FXIIa inh = -9.7; Runt-SMMHC FRET = 0.3; Runt-CBFb FRET = -1.4

New compounds follow:
Results follow in this order: FXIa inh 1536, Hck Nef HTS, Thrombin inh, Wee1 stabilizer, 14-3-3 Bad inh, hK5 inh, FXIIa inh, Runt-SMMHC FRET, Runt-CBFb FRET
- Cc1csc(NC(=O)CSc2ccc(-c3ccc(F)cc3)nn2)n1
    -2.4, -1.1, -1.9, -3.8, -1.7, -8.3, 2.8, -0.1, -0.5
- O=C(CSc1nnc(CCCO)n1-c1ccccc1)Nc1nccs1
    2.2, -1.1, -2.0, -2.1, 7.6[fluorescence artefact?], 2.2, 10.8, 0.3, 1.3
- O=C(CN(CC1CCCO1)S(=O)(=O)c1ccc(S(=O)(=O)NCC2CCCO2)cc1)Nc1ccccc1 (stereo not given)
    -9.4, -2.1, -7.1, 3.1, -5.4, 31.6, -1.6, -4.7, -0.6
- Cc1cccc(OCC(=O)Nc2ccc(N3CCN(S(C)(=O)=O)CC3)cc2)c1C
    -11.2, 2.0, -7.6, 0.9, 11.4, 11.3, -4.5, -5.2, -1.3
- CSc1ccc(C#N)cc1NC(=O)c1cccc(Cl)c1
    4.0, 1.0, 1.7, 0.6, -16.8[fluorescence artefact?], -11.1, 9.3, 3.1, -3.3
- Nc1cc(S(=O)(=O)Nc2ccccc2Cl)ccc1N1CCCC1
    7.3, 13.2, 1.7, -3.0, -7.0, 4.1, 8.7, 0.5, 2.4
- O=C1c2ccccc2NC(c2ccccn2)N1c1ccccc1F (stereo not given)
    6.7, 5.5, 1.0, 0.0, -7.0, -11.3, 10.6, 26.1, 2.0
- Cc1cc(CNC(=O)COc2ccc(C)c(C)c2)c2ccccc2n1
    0.9, 34.6, -8.7, -0.7, -10.4, -4.5, 9.1, 1.3, -4.0
- COc1cc2c(cc1OC)C(CCc1ccccc1)=NCC2
    -15.3, 7.7, -6.5, -0.3, -8.5, -14.0, -24.9, 22.5, 6.2
- Cc1cc(C(=O)N/N=C/c2ccc3c(c2)OCO3)c2ccccc2n1
    1.3, ., -9.6, 4.2, ., -2.3, 3.1, -6.9, 0.2
- Cc1ncsc1CCOC(=O)c1cccc([N+](=O)[O-])c1
    4.4, 1.9, -1.4, -2.0, 24.0, -7.4, 9.1, 3.0, -2.6
- O=C(NNS(=O)(=O)c1ccccc1F)c1cc(-c2ccccc2)n[nH]1
    2.7, 16.6, 4.8, 0.5, 12.7, 1.4, 12.0, -1.9, 2.3
- O=C(CNC(=O)C1CCCCC1)NC1=NCCS1
    21.0, -0.4, -9.3, 0.1, 11.8, -10.1, 33.2, -1.7, 1.8
- COc1ccccc1Cn1c(=O)c2ccccc2n2c(SCc3csc(C)n3)nnc12
    -4.4, -2.4, -10.3, 0.8, 0.8, 1.5, -3.5, -2.9, 0.5
